# E coli RNAP: E. coli RNAP inhibitors, biochemical; AID 559, 2006; 0.2% of 62,000 active; inhibition, %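 (tested at 10 µM)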; E. coli RNA polymerase, fluorescence transcription assay; in the data active means inhibition above about 20%;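 further: 0% = enzyme without compound and 100% = no enzyme blank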
# AP ELISA ortho: alternative complement pathway inhibitors, primary screen, biochemical, ELISA, human serum, orthogonally pooled compounds. LPS-coated ELISA, C3 deposition; tested in compound mixtures. inhibition, % at 5 µM. 0.08% of 62,000 active. AID 1235, 2008;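 active means inhibition above 30% in each of the two pooled mixtures holding the compound, so the lower value exceeds 30%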;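 further: 0% = serum in Mg-EGTA without compound and 100% = EDTA serum blank; some compounds past the cut are filed as inactive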
#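 Test system – human serum alternative complement pathway, C3 deposition on LPS-coated wells · Buffer or medium – diluted human serum in Mg2+-EGTA GVB++ · Compound dosing – 5 µM each compound, pools of ten, 50 µM per pool · Schedule – 1 h serum-compound exposure at 37 °C · Measured by – Anti-C3 ELISA, OD 450 nm · Read-out basis – percent inhibition of C3 deposition onto LPS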
# CatB mixtures: cathepsin B inhibitors from pooled compounds, primary screen, biochemical, compound mixtures, AMC fluorescence | 0.06% of 62,000 active | inhibition, %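 (ten-compound pools at 5 µM per compound and 50 µM total)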 | Purified cathepsin B, AMC dipeptide fluorescence | P07858 | AID 488, 2006; in the data active means inhibition above about 22%, passing the limit was not always enough;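 further: 0% = enzyme without compound and 100% = no enzyme blank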
# CatB block: human cathepsin B inhibitors, primary screen, biochemical, fluorogenic substrate; 0.1% of 63,000 active; AID 453, 2006; inhibition, %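 (tested at 10 µM)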; P07858; purified cathepsin B, fluorescence; in the data active means inhibition above about 21%;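 further: 0% = enzyme with no compound and 100% = no enzyme blank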
# PKA inh: inhibitors of human PKA kinase activity, primary screen, biochemical, ATP-depletion luminescence, Kemptide substrate | inhibition, % at 6 µM | PKA Kemptide phosphorylation, Kinase-Glo ATP luminescence | 0.1% of 65,000 active | cAMP-dependent protein kinase catalytic subunit alpha (Homo sapiens), P17612 | AID 524, 2006;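 active means inhibition above the screen-wide mean inhibition plus 3 SD, cut at about 21% in these data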; further: many of its hits are not listed in these tables
# CatS inh: inhibitors of human cathepsin S, biochemical, compound mixtures. P25774. recombinant cathepsin S, AMC dipeptide fluorescence, pooled mixtures. AID 501, 2006. 0.06% of 62,000 active. inhibition, %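 (tested at 5 µM per compound within 10-compound mixtures)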; in the data active means inhibition above about 32%, passing the limit was not always enough;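 further: 0% = enzyme without compound and 100% = blank without enzyme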
# Target sequence (P25774 115-331 limits assumed): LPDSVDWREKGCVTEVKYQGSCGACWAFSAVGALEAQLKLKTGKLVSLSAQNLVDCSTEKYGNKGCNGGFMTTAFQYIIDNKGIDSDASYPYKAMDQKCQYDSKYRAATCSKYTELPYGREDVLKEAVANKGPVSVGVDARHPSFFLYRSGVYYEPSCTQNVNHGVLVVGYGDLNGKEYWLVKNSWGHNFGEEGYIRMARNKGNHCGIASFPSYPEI
# RORa activator: activators of orphan receptor RORA, primary screen, cell-based, luminescence; Nuclear receptor ROR-alpha (Homo sapiens), P35398; CHO-K1 Gal4-RORA LBD luciferase reporter; percent increase over mock-subtracted basal signal; activation, % at 10 µM; 1.5% of 65,000 active; AID 560, 2006;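 active means activation above the mean of all tested compounds plus 3 SD, cut at about 49% in these data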;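 further: 0% = DMSO-treated RORA cells and 100% = added signal equal to DMSO minus mock-transfected cells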
# Target sequence (P35398 whole entry, looked up, the tested form may be a part): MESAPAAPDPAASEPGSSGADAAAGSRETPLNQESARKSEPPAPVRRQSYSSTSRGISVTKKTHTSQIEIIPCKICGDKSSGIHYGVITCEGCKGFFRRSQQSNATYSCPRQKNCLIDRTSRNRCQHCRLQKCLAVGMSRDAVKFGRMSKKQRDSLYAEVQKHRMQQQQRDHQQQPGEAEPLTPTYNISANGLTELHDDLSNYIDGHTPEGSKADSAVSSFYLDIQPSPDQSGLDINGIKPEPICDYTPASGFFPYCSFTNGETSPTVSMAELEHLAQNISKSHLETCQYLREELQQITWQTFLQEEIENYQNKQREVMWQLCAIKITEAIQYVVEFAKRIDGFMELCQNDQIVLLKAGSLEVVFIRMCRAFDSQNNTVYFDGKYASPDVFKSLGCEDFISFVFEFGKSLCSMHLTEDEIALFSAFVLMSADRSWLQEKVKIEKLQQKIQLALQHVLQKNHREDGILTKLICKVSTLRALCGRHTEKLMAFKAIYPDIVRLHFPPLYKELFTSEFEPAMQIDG
# JNK3 inh: JNK3 kinase activity inhibitors, primary screen, biochemical, human, purified enzyme; inhibition, % at 8 µM; 0.61% of 60,000 active; HTS; Mitogen-activated protein kinase 10 (Homo sapiens), P53779; in the data active means inhibition above about 17%;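 further: 0% = DMSO and 100% = reference inhibitor; many of its hits are not listed in these tables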
# ROCK2 inh: inhibitors of human ROCK2 kinase, primary screen, biochemical, high-throughput, luminescence; Rho-associated protein kinase 2 (Homo sapiens), O75116; purified ROCK2, Kinase-Glo ATP depletion luminescence; inhibition, % at 6 µM; 0.35% of 60,000 active; AID 604, 2007;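 active means inhibition above the screen-wide mean inhibition plus 3 SD, cut at about 18% in these data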;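 further: plate controls were DMSO wells for no effect and Y-27632 control wells after no-enzyme background subtraction for full effect; many of its hits are not listed in these tables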
# Active calls of the source: *; · = no result given. A portion of the library; count on the stated rates, not on these rows.
SMILES,E coli RNAP,AP ELISA ortho,CatB mixtures,CatB block,PKA inh,CatS inh,RORa activator,JNK3 inh,ROCK2 inh
CCCCS(=O)CC(CS(=O)CCCC)OC(=O)c1ccccc1 (stereo not given),1,4,1,-1,9,-3,8,0,2
Cc1cccc(OCC(=O)NCc2ccncc2)c1C,4,14,3,1,4,1,-17,-4,-1
Cc1ccccc1NC(=O)c1ccc(NC(=O)c2ccco2)cc1,9,-4,3,5,-2,3,19,-3,3
CCOC(=O)c1[nH]c(C)c(CN(CCc2ccccc2)C(=O)CCC(=O)O)c1C,9,2,4,2,12,0,-5,-1,4
CCOC(=O)C(NC(=O)Nc1ccccc1)(OCC)C(F)(F)F (stereo not given),0,3,0,0,4,15,-8,-9,3
COc1ccc(/C(O)=C2/C(=O)C(=O)N(CCCC(=O)O)C2c2ccc(OC)cc2)cc1 (stereo not given),6,-12,-2,1,6,-6,10,-1,3
Cc1ccc(N2CC(C(=O)Nc3ccc(S(=O)(=O)N4CCOCC4)cc3)CC2=O)cc1 (stereo not given),3,0,3,5,6,-3,0,4,1
COc1cc(Br)cc2cc(C(=O)N3CCCCC3C)c(=O)oc12 (stereo not given),10,10,3,1,1,3,-6,-11,0
CCOC(=O)Cn1c(=O)oc2cc(S(=O)(=O)NCCc3ccc(C)cc3)ccc21,3,14,0,3,·,10,·,·,·
Cn1cc(S(=O)(=O)NCc2ccco2)c(=O)n(C)c1=O,12,12,-4,4,1,38,1,-2,3
CCOC(=O)C1C(=O)OC2(CCOC(C)(C)C2)C1C(=O)OCC (stereo not given),5,7,-3,2,7,-13,0,1,0
Cc1cccc(C(C)C)c1-n1nnnc1-c1ccccc1,9,11,5,1,0,0,-10,3,5
O=C(c1ccc(S(=O)(=O)Nc2ccccc2)cc1)N1CCOCC1,4,-7,-2,7,8,7,11,2,4
Cc1nn(C)c(C)c1S(=O)(=O)N(CC(=O)Nc1ccccn1)c1ccc(C(C)C)cc1,0,4,0,2,4,-2,12,-3,-8
Cc1ccc2cc(C#N)c(NCc3ccco3)nc2c1,3,7,6,5,-13,-6,8,6,-7
N/C(CCN1CCCCC1)=N/O,0,·,·,-5,0,·,-9,0,3
O=c1cc(N2CCN(c3ccc(F)cc3)CC2)[nH]c(=O)n1C1CCCCC1,5,-3,5,7,8,7,-8,-4,4
CCOC(=O)C1CCN(C(=O)CSc2ccccc2)CC1,4,8,3,4,8,-3,13,1,5
Cn1c(NCCN2CCCCC2)cc(=O)n(C)c1=O,2,·,·,0,4,·,-26,6,7
CC(=O)c1cccc(NC(=O)C2CCN(S(=O)(=O)c3c(C)n[nH]c3C)CC2)c1,7,11,4,-1,9,1,-6,4,5
CCCCn1c(SCC(=O)OC)nc2c1c(=O)n(C)c(=O)n2C,5,-10,-4,1,-2,9,-4,-4,4
Cc1ccc(-n2nnnc2SCC(=O)N2c3ccccc3NC(=O)C2(C)C)cc1,6,-5,1,-2,8,-3,10,-2,3
CCS(=O)(=O)N1CCC(C(=O)Nc2cc(Cl)ccc2O)CC1,5,3,7,7,4,10,11,-9,-2
COc1cc(NC(=O)c2cccc3c2C(=O)N(Cc2cccnc2)C3)cc(OC)c1OC,7,10,-7,-1,4,1,-7,-5,4
O=C(Cn1ncc2c(=O)oc3ccccc3c21)Nc1nc2ccccc2s1,16,3,9,2,-5,13,0,-2,-6
Cc1nc(SCC(=O)Nc2cc(C)on2)c2c(C)c(C)sc2n1,3,15,3,-4,5,-4,-9,3,1
CCN(CC(=O)Nc1cccc(OC)c1)C(=O)C1CCN(C(=O)Nc2ccccc2)CC1,6,-1,0,6,5,-2,-9,-5,3
O=C(Cc1c[nH]c2ccccc12)Nc1nccs1,10,13,16,0,0,-10,14,9,1
CCCSC1=C(C#N)C(c2ccccc2C)C(C(=O)OC)C(=O)N1 (stereo not given),-1,3,-1,-3,0,-6,-15,1,1
O=C(Nc1ccc(N2CCOCC2)c(Cl)c1)c1c(F)c(F)c(F)c(F)c1F,5,8,0,3,-6,21,6,-3,-6
CCOCCCNCC(=O)Nc1ccc(OC(F)(F)F)cc1,1,7,3,1,2,3,-19,·,·
O=C(CN1C(=O)CCSc2ccccc21)Nc1cccc(F)c1,-2,21,6,-6,3,8,-29,-3,1
O=C(c1cccc(F)c1)N1CCN(CC2CC3C=CC2C3)CC1 (stereo not given),6,14,6,-3,-3,4,-5,1,-3
CCC(C(=O)N1CCN(S(C)(=O)=O)CC1)c1ccccc1 (stereo not given),7,7,3,1,8,6,-25,3,8
CCCCOCCCn1cnc2c([nH]c3cc(OC)ccc32)c1=O,3,-1,3,2,-8,4,-6,3,-4
CCNC(=O)CC1C(=O)N(c2ccc(F)cc2)C(=O)N1CCC(C)C (stereo not given),0,4,-4,1,2,-11,-1,·,·
COc1ccc(Cl)c(Cn2c(NCc3ccccn3)nc3c2c(=O)n(C)c(=O)n3C)c1,3,7,-1,-2,-2,22,5,-3,1
O=C1CC(NCc2ccccc2F)C(=O)N1c1ccccc1 (stereo not given),4,5,-1,2,-9,21,-15,-1,-5
CCCCc1c(O)nc(SCC(=O)Nc2ccc3c(c2)CCC3)[nH]c1=O,12,10,4,1,9,7,7,-4,6
CCOC(=O)C1CCc2sc(N)c(C#N)c21 (stereo not given),7,9,2,1,7,15,-10,7,-1

# Quoted from the listing:
# E coli RNAP with CCC(C(=O)N1CCN(S(C)(=O)=O)CC1)c1ccccc1 (stereo not given) = 7
# E coli RNAP with CCCCOCCCn1cnc2c([nH]c3cc(OC)ccc32)c1=O = 3
# E coli RNAP with O=C(CN1C(=O)CCSc2ccccc21)Nc1cccc(F)c1 = -2
# PKA inh with O=C(Nc1ccc(N2CCOCC2)c(Cl)c1)c1c(F)c(F)c(F)c(F)c1F = -6

# Carrying on:
SMILES,E coli RNAP,AP ELISA ortho,CatB mixtures,CatB block,PKA inh,CatS inh,RORa activator,JNK3 inh,ROCK2 inh
COc1cccc(CNC(=O)c2cc3ccccn3n2)c1,-8,16,-1,-2,3,0,-17,-1,1
COC(=O)CN(c1cccc(C(C)=O)c1)S(C)(=O)=O,0,14,2,5,3,-4,-15,1,5
Cc1cc(=O)[nH]c(SCCOc2ccc3c(c2)CCC3)n1,12,1,3,6,10,1,-18,6,7
CCOC(=O)c1ccc(NS(=O)(=O)N2CCCCCC2)cc1,11,0,2,3,6,8,49*,2,6
COC(=O)c1cc(COc2ccc3ccc(=O)oc3c2)c(C)o1,3,7,4,0,2,0,3,-7,5
Cc1oc(-c2ccccc2F)nc1CS(=O)(=O)CC(=O)NCCCN1CCc2ccccc2C1,0,15,-5,-2,2,10,22,-2,2
CCN(CC)S(=O)(=O)c1ccc(C(=O)Nc2ccc3c(c2)OCCO3)cc1,8,6,3,7,7,6,23,-2,7
CCc1cc(=O)oc2cc(OCC(=O)N(CC)CC)c(Cl)cc12,-4,17,2,2,-5,-6,-36,-8,-9
CCc1ccc(-c2nc(CN3CCCC(C(=O)O)C3)c(C)o2)cc1 (stereo not given),4,21,6,7,-2,6,-7,-3,1
Clc1ccc(-n2ncc3c(NCCN4CCOCC4)ncnc32)cc1,·,·,·,·,8,·,-20,5,9
COc1ccc(NC(=O)CCCC2=NS(=O)(=O)c3ccccc3N2)cc1,6,14,3,2,5,4,-6,-10,0
Cc1cccc(NC(=O)Cn2c(=O)n(C)c3ccccc32)c1,7,16,8,2,-3,5,-8,-8,-2
O=C(NCc1ccccc1Br)c1ccco1,7,7,49,-1,5,55,-20,-1,2
O=C(Nc1ccccc1)N(CCc1ccncc1)C1CCCCC1,7,12,2,1,8,-11,1,6,7
COC(=O)CN1C(=O)C(O)(CC(=O)c2ccc(C)cc2)c2ccccc21 (stereo not given),-1,6,-1,-3,1,-3,-7,-3,-4
CC(C)(C)OC(=O)N1CCC[C@H]1C(=O)NCC1CCC(C(=O)O)CC1 (stereo not given in full),3,16,-5,4,9,-4,-8,0,8
O=C(c1cnccn1)N(c1ccccc1)C1(C(=O)NC2CCCCC2)CCCCC1,4,13,5,2,4,-1,9,·,·
CCN(CC)C(=O)c1cn(C)c2ccc(S(=O)(=O)N(CC)CC)cc2c1=O,5,-4,-2,2,8,8,12,1,4
Cc1ccc(N(CC(=O)N2CCn3c2nc2ccccc23)S(=O)(=O)c2c(C)n[nH]c2C)cc1,4,8,7,-1,3,2,-20,4,10
Cc1ccc(S(=O)(=O)N2CCCC(C(=O)NCCc3ccc4c(c3)OCO4)C2)cc1 (stereo not given),-7,-33,2,4,7,1,18,-9,9
COc1ccc(-c2nn(C)c3sc(C(=O)N4CCOCC4)cc23)cc1OC,0,15,5,5,-3,-7,1,-7,1
Cn1c(=NC(=O)C2CC2)sc2cc(F)cc(F)c21,2,28,3,0,5,-7,28,-3,-3
COC(=O)c1c(NC(=O)CSc2nc3c(c(=O)n(C)c(=O)n3C)n2C(C)C)sc(C)c1C,1,-3,1,3,2,1,-1,4,0
N#CC(=C1SC=CS1)c1nc(-c2ccccc2)cs1,1,-5,2,-1,-4,19,60*,·,·
CC(C)CCNC(=O)C(c1ccco1)N(CC1CCCO1)C(=O)Cn1nnc2ccccc21 (stereo not given),9,10,4,3,-8,-1,20,-4,-7
CS(=O)(=O)c1ccc2nc(NC(=O)CN3CCCCCC3)sc2c1,·,·,·,·,8,·,2,-1,5
CC(C)OCCCNc1nc2c(c(=O)n(Cc3ccccc3F)c(=O)n2C)n1C,·,0,2,-1,3,2,-3,3,0
COc1ccc(CN(Cc2nc3ccccc3c(=O)[nH]2)C(=O)C(C)(C)C)cc1,8,11,3,1,-2,1,-6,4,1
O=C(C1CC1)N(CCc1ccccc1)Cc1nc2ccccc2c(=O)[nH]1,4,-20,4,7,3,15,6,3,2
COc1ccc(S(=O)(=O)Nc2ccc(Cl)cn2)c(C)c1C,7,11,3,5,10,-6,-7,-4,3
CSC(=NS(=O)(=O)c1ccc(C)cc1)SC,10,6,1,6,8,3,3,8,6
Cc1csc(=NC(=O)c2ccccc2)n1Cc1ccco1,4,-5,0,0,8,6,9,·,·
COc1ccc(NS(=O)(=O)c2ccc(NC(=O)C3CCCO3)cc2)cc1 (stereo not given),10,-1,5,2,1,-3,-16,-3,1
Cc1ccc2nc(C(F)(F)F)c(C#N)c(N)c2c1,5,2,-8,1,-4,0,-57,5,-5
COc1ccc(CCNC(=O)CN2CCC(n3nnc4cc(F)ccc43)CC2)cc1OC,6,17,3,1,6,8,-11,5,6
Cc1csc(SCc2nnc(-c3ccccc3Br)o2)n1,5,1,4,4,14,-6,11,2,2
O=P1(O)C=C(c2ccccc2)NC(c2ccccc2)=C1,-2,15,-1,0,8,-8,-4,4,0
COc1ccc(OC)c(S(=O)(=O)NC2CCN(Cc3ccccc3)CC2)c1,2,-14,1,0,10,2,4,3,3
CCOc1ccc(C(C)C)cc1S(=O)(=O)n1nc(C)cc1C,6,2,2,0,9,6,-8,-1,0
COCCn1nnnc1CN1CCC(Cc2ccccc2)CC1,11,-1,-13,2,12,8,-1,1,0

# 2 records drawn at random from those above:
SMILES,E coli RNAP,AP ELISA ortho,CatB mixtures,CatB block,PKA inh,CatS inh,RORa activator,JNK3 inh,ROCK2 inh
COc1ccc(CCNC(=O)CN2CCC(n3nnc4cc(F)ccc43)CC2)cc1OC,6,17,3,1,6,8,-11,5,6
Cn1c(=NC(=O)C2CC2)sc2cc(F)cc(F)c21,2,28,3,0,5,-7,28,-3,-3
